# Lmaj promast: Leishmania major promastigote growth inhibition, primary screen | Leishmania major promastigotes, resazurin fluorescence viability | actives 9% (n = 200,000) | inhibition, % at 10 µM; in the data active = inhibition above about 50%;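 also: promastigotes grown with compound for 44 hours at 28 °C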
# TNAP inh hi DEA: human TNAP enzyme inhibitors, primary screen, biochemical, luminescent, high phosphate acceptor level, uHTS. Alkaline phosphatase, tissue-nonspecific isozyme (Homo sapiens), P05186. inhibition, % at 20 µM. actives 0.03% (n = 200,000). purified TNAP, CDP-star luminescence, 1 M DEA. AID 1135, 2008;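 active = over 50% inhibition of tissue-nonspecific alkaline phosphatase at 20 µM in the single-dose screen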;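 also: plate controls were DMSO wells for no effect and EDTA-quenched wells as full inhibition for full effect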
# Target sequence (P05186 whole entry, looked up): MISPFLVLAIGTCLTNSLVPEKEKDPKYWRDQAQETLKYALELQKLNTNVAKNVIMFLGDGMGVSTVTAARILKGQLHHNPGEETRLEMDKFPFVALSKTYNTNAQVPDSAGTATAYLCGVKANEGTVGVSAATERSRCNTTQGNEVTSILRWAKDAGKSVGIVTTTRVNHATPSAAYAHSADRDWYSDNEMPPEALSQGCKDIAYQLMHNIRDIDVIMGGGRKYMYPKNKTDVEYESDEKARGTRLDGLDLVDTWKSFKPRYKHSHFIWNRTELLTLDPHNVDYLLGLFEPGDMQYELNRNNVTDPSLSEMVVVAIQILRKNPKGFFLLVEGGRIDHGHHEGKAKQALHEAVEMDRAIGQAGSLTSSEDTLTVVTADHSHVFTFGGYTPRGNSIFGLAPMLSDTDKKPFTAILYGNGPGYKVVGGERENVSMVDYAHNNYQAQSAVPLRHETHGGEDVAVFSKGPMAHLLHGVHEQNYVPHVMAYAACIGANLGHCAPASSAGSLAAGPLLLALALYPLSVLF
# FLuc inh counter: firefly luciferase enzyme inhibitors, primary screen, artefact control for luciferase-based inhibitor screens, biochemical, luminescence, ATPLite | actives 1.5% (n = 200,000) | Luciferin 4-monooxygenase (Photinus pyralis), P08659 | 10 min | inhibition, % at 10 µM;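 active = inhibition above about 50% when tested at 10 µM, limit read from the data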
# Target sequence (P08659 whole entry, looked up): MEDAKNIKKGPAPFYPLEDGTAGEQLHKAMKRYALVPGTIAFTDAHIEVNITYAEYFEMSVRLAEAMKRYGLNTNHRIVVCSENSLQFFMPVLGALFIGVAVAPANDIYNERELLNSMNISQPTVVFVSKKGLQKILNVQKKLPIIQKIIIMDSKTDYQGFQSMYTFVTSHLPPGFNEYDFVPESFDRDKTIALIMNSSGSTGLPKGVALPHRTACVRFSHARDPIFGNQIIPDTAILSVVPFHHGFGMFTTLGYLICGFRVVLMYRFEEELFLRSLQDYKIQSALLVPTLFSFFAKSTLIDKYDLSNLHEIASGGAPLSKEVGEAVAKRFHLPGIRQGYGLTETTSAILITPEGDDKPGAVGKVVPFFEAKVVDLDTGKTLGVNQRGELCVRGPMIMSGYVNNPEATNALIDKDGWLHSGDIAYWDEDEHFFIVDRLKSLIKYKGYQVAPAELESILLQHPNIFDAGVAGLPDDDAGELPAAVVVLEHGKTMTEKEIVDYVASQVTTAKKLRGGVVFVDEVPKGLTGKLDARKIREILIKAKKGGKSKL
# RAM inhibit: inhibitors of the yeast RAM network, primary screen, dse1pr::URA3 reporter, 5-FOA selection; S. cerevisiae dse1pr::URA3 reporter, 5-FOA growth OD615, 2 d; analog-sensitive cbk1-as2 kinase mutant strain; inhibition, % at 50 µM; actives 1.8% (n = 190,000); AID 868, 2007;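 active = inhibition above a set limit, 3 SD over mean compound inhibition, cut at about 8.4% in these data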;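 also: 0% = DMSO-only wells with no growth and 100% = 10 µM 1-NA-PP1 full growth; inhibition rescues growth on 5-FOA so higher OD means more RAM inhibition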
# bIAP activator: bovine intestinal alkaline phosphatase activators, primary screen, biochemical, bovine IAP, CDP-star luminescence | alkaline phosphatase, intestinal [Bos taurus] | purified bovine IAP, 30 min; active compounds read high; fold of DMSO-control signal, blank-subtracted | activation factor at 20 µM | actives 0.17% (n = 200,000);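 active = activation factor of 2 or more at 20 µM, a signal rise over negative controls twice the positive control's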
# bIAP inhibitor: bovine intestinal alkaline phosphatase inhibitors, primary screen, selectivity assay for TNAP inhibitor project, biochemical, bovine IAP, CDP-star luminescence; alkaline phosphatase, intestinal [Bos taurus]; purified bovine IAP, 30 min; inhibition, % at 20 µM; 190,000 tested, under 10 active; AID 1019, 2008;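 active = over 50% inhibition of intestinal alkaline phosphatase at 20 µM in the single-dose screen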
#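 test system = bovine IAP enzyme | medium = DEA buffer 100 mM, pH 9.8, with MgCl2 1.0 mM, ZnCl2 0.02 mM | detection = luminescence | dosing = single compound dose of 20 µM, 2% DMSO final | incubation = 30 min reaction at room temperature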
# TNAP act hiacc: TNAP activators at high phosphate acceptor level, primary screen, biochemical, luminescence, uHTS; purified TNAP, CDP-star luminescence, 1 M DEA, 30 min; active compounds read high; 0 = EDTA background, 1 = DMSO-only activity; activation factor at 20 µM; 200,000 tested, under 10 active; Alkaline phosphatase, tissue-nonspecific isozyme (Homo sapiens), P05186;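 active = activation factor at least 2 at 20 µM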
#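 Measured by: Luminescent substrate turnover signal | Test system: Human TNAP | Input: TNAP 1/800 final | Dosing: 20 µM single point | Schedule: 30 min, room temperature | Controls: EDTA wells as negative control, DMSO wells as positive control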
# APP 5UTR inh: inhibitors of APP translation via 5'UTR reporter, primary screen, APP 5'UTR luciferase, SH-SY5Y cells; AID 1285, 2008; SH-SY5Y APP 5'UTR-luciferase reporter, luminescence; inhibition, % at 2 µM; actives 0.82% (n = 190,000);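 active = inhibition above a set limit, derived from the sample mean plus 3 SD, cut at about 45% in these data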; also: values of inactives mirror those of a sister screen read the other way
# FLuc act counter: FLuc activators, initial screening, artefact control for FLuc-dependent activation tests, biochemical, ATPlite luminescence | activation factor at 10 µM | 200,000 tested, under 10 active | AID 1027, 2008 | ATPlite luciferase biochemical, 10 min; 0 = ATP-free wells, 1 = DMSO control;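 active = luciferase activation factor, scaled between plate controls, of at least 2 with compound at 10 µM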
#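 System: Luciferase/luciferin detection reagent, cell-free biochemical luciferase assay | Medium: PBS buffer for ATP | Dosing: Test compounds dosed from 2 mM stocks in 100% DMSO | Timing: 10 min at ambient temperature | Signal: Luminescence measurement of luciferase light output | Evaluation: Luciferase activation, seen as luminescence increase over controls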
# TNAP inh no acc: human TNAP enzyme inhibitors, primary screen, biochemical, luminescent, no phosphate acceptor, uHTS; Alkaline phosphatase, tissue-nonspecific isozyme (Homo sapiens), P05186; purified TNAP, CDP-star luminescence, 30 min; inhibition, % at 20 µM; actives 0.26% (n = 200,000);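 active = tissue-nonspecific alkaline phosphatase inhibition above about 50% at 20 µM in the single-dose screen, limit read from the data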;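 also: 0% = DMSO negative control and 100% = EDTA positive control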
# Active calls of the source: *; nt = no result given; & = joins results of further samples.
SMILES,Lmaj promast,TNAP inh hi DEA,FLuc inh counter,RAM inhibit,bIAP activator,bIAP inhibitor,TNAP act hiacc,APP 5UTR inh,FLuc act counter,TNAP inh no acc
Cc1csc(Nc2ccccc2)n1,-6,-8,0,1.8,1,-1,1.1,-41,1,-11
C#CC(CC)(CC)NC(=O)c1ccc(Br)s1,11,-1,-3,1.1,1.2,-20,1,-9,1,-4
CN(C)CCOC(=O)C1(c2ccccc2)CCOCC1,3&0,-3&-4,-4&0,0.0&2.6,1&0.9,2&12,1&1,-16&-4,1&1,-12&-9
N#C/C(=C\c1cccc(OC(=O)c2cccs2)c1)C(N)=O,-6,2,-4,2.0,1,5,1,-6,1,-14
CCS(=O)(=O)c1ccc2oc(SCC(=O)NCCc3ccc(F)cc3)nc2c1,3,2,0,1.4,0.9,10,1,11,1,-6
CCCNC(=O)NCCC12CC3CC(CC(C3)C1)C2,46,0,13,0.5,1,-1,1,-16,0.9,3
CC(C)c1nnc(SCC(=O)Nc2ccc3c(c2)OCO3)n1C,-2,0,-3,-0.9,0.9,9,1,18,1,-6
CC(c1ccccc1)N(NC(=O)C(O)(c1ccccc1)c1ccccc1)C(=O)c1ccccc1 (stereo not given),28,-3,0,3.5,0.7,28,1,7,1,-10
CCCN(Cc1ccccc1)C(=S)Nc1cccc(C(F)(F)F)c1,91*,-3,-7,4.4,1,0,1,4,1.1,9
CCN1CCN(c2ccc(NC(=O)c3ccc([N+](=O)[O-])o3)cc2Cl)CC1,101*,2,-2,1.4,0.9,10,1,94*,1,-4
O=C(CSc1nnnn1-c1ccc2c(c1)CCC2)NCc1cccs1,-2,1,-3,5.4,0.5,46,1,-5,1,-6
O=C(Nc1ccc(Cl)cc1)N1CCC(c2nc(-c3cccs3)no2)CC1,-1,-4,-1,1.8,0.8,17,1,-1,1,-8
O=C(O)C1CC(=O)N(c2ccc(OCc3ccc(Cl)cc3Cl)cc2)C1 (stereo not given),-5,-5,12,0.4,0.7,30,1,-30,0.9,-8
O=C(O)C1CCCN1C(=O)Oc1ccccc1 (stereo not given),1,-5,-10,nt,0.9,10,1.1,2,1.1,-5
CCC(=O)N1CCN(c2ccccc2NC(=O)c2cccc(C)c2)CC1,0,-1,-2,2.1,1.1,-8,1,-9,1,-2
O=C(N/N=C/c1ccc(O)c(O)c1)c1ccc(CSc2cccc3cccnc23)cc1,-5,21,-2,1.4,1,0,0.8,6,1,57*
CN1Cc2cc(C(=O)c3cc(Cl)cc(CSc4ncccn4)c3O)cnc2NC1=O,12,-1,-10,4.2,1,-2,1,96*,1.1,2
Cn1c(C(=O)NCc2ccccn2)cc2c(=O)n(C)c3ccccc3c21,-1,-4,-3,0.0,1,0,1,1,1,-16
COc1ccc(NC(=S)N(CCN2CCOCC2)Cc2cc3cc4c(cc3[nH]c2=O)OCO4)cc1,5,-5,-6,0.5,1,1,1,-10,1.1,-10
CN(C(=O)CSc1nc2cc(C(=O)O)ccc2c(=O)n1Cc1ccccc1)C1CCS(=O)(=O)C1 (stereo not given),-1,-7,-6,-0.2,1,-4,1.1,-13,1.1,-11
COc1ccc(NC(=O)c2sc(NC(=O)COc3ccccc3)nc2C)cc1,-3,-1,-3,4.5,0.9,7,1,-6,1,-2
Cc1ccc(S(=O)(=O)N2CCOCC2)cc1NC(=O)CSc1nnnn1C,-8,-4,-5,0.4,0.9,6,1,1,1,-8
O=C(CN(CC1CCCO1)C(=O)CCC(=O)Nc1ccccn1)NCc1ccccc1 (stereo not given),-6,-2,-9,0.9,1,1,1,14,1.1,-6
COc1ccc(CC(=O)Nc2c3c(nn2-c2cccc(Cl)c2)CS(=O)C3)cc1 (stereo not given),-2,0,2,2.3,0.9,6,1,-9,1,-5
Cc1ccc(CSCCNS(C)(=O)=O)cc1,-1,2,-3,0.7,0.9,14,1,0,1,-8
Cc1cc(C)c(N(C(=O)c2csnn2)C(C(=O)NC(C)(C)C)c2ccncc2)c(C)c1 (stereo not given),-2,1,-1,2.7,0.9,9,1,-11,1,-5
CCC(=O)N1CCc2cc(OC)c(OC)cc2C1COc1ccccc1OC (stereo not given),1,-6,-7,-1.4,1,-2,1.1,-3,1.1,-16
COC(CNC(=O)CNC(=S)N(Cc1ccccc1)Cc1cccnc1)OC,-4,-3,-2,1.2,1.1,-7,1,12,1,-13
Cc1cccc(-n2c(O)c(C=Nc3ccccc3N)c(=O)[nH]c2=O)c1,-8,-3,-6,1.6,1.1,-15,1,-148,1.1,-49
COc1ccc(C)cc1NC(=O)c1nnn(CCc2ccccc2)c1N,-8,-8,-6,3.3,0.9,10,1.1,17,1.1,-23
CC(C)C(=O)N=C1SC2CS(=O)(=O)CC2N1Cc1ccccc1 (stereo not given),52*,0,-4,2.4,0.9,12,1,-8,1,-9
CCOc1ccc(C2OC(=O)Cc3cc(OC)c(OC)cc32)cc1 (stereo not given),-5,3,-1,3.4,1,1,1,0,1,-6
O=C(NNC(=O)C1CC1c1ccccc1)Nc1ccccc1 (stereo not given),-2,-1,-4,2.7,1,2,1,10,1,-6
CC1=NN(c2ccccc2)C(=O)/C1=C/C=C/c1ccccc1,100*,3,-1,7.2,1,2,1,34,1,-1
CCC1(CC)C(=O)N(C)C(=O)NC1=Nc1ccccc1,-4,-6,-11,1.2,0.9,12,1.1,17,1.1,0
COC(=O)c1ccccc1CON1C(=O)C(C)(C)N(OCc2ccccc2C(=O)OC)C(=O)C1(C)C,1,-5,-10,1.4,1,-4,1.1,-11,1.1,-6
CCOC(=O)c1cnn(-c2ccccc2)c1NC(=O)c1ccc(C)cc1,13,-2,-5,2.4,0.8,16,1,nt,1.1,-8
COc1ccc(S(=O)(=O)N2CCC(O)(c3ccc(Cl)cc3)CC2)cc1,0,-6,-4,1.7,0.8,24,1.1,0,1,-10
COc1ccnc(Oc2cccc(C(F)(F)F)c2)c1C(=O)N/C=N/OCc1ccccc1F,8,-3,-4,1.9,1,3,1,-8,1,-4
COc1cccc2cc(C(C)=O)oc12,-4,-4,-5,0.5,1,3,1,13,1,-19
CC(C)CC(/C(O)=C(\C#N)c1nc2ccccc2[nH]1)N1C(=O)c2ccccc2C1=O (stereo not given),65*,1,-4,2.1,1.6,-55,1,20,1,0
Cc1ccc(C(=O)N2CCN(c3ccc(Cl)cc3)CC2)cc1,-4,-4,-4,-0.6,0.9,7,1,-6,1,-8
COC(=O)c1ccc(/C=N/n2cnnc2)cc1,-2,-8,-4,-0.3,1,3,1.1,-3,1,-13
CN(C)/C=C(/C(=O)c1ccc(Cl)cc1)S(=O)(=O)c1ccc(Cl)cc1,-5,-5,-6,6.6,0.9,7,1,-10,1.1,-6
Cc1ccccc1Oc1ncnc2oc(-c3ccccc3)cc12,11,1,-5,3.6,0.9,9,1,-22,1.1,-6
COc1ccc(CCN(Cc2ccccn2)C(=S)Nc2cccc(SC)c2)cc1OC,15,-3,-1,0.4,1,-2,1,-2,1,-8
COc1ccc(CCN2C(=O)C3C4CC(C5C(C(=O)O)=NOC45)C3C2=O)cc1OC (stereo not given),3,-5,1,1.4,1.1,-8,1,5,1,-8
CCCCC(=O)OCCNC(=O)c1cc2ccccc2oc1=O,-5,-2,-11,1.6,0.9,10,1,0,1.1,-12
O=C(CCSCc1ccccc1)Nc1ccc2c(c1)OCCO2,-3,-4,5,0.0,0.9,15,1,-4,0.9,-8
CCc1ccc(CN(C)CC(=O)Nc2ccc3c(c2)CCC3)cc1,-4,-2,3,1.6,1.1,-8,1,5,1,-16

# TNAP inh no acc: entries above that show a hit
SMILES	TNAP inh hi DEA	RAM inhibit	bIAP activator	bIAP inhibitor	TNAP act hiacc	APP 5UTR inh	TNAP inh no acc
O=C(N/N=C/c1ccc(O)c(O)c1)c1ccc(CSc2cccc3cccnc23)cc1	21	1.4	1	0	0.8	6	57*

# Reformatted with two lines to a compound: part of the list above.
# The line under a structure holds: Lmaj promast	TNAP inh hi DEA	FLuc inh counter	RAM inhibit	bIAP activator	bIAP inhibitor	TNAP act hiacc	APP 5UTR inh	FLuc act counter	TNAP inh no acc
- COc1ccc(CCN2C(=O)C3C4CC(C5C(C(=O)O)=NOC45)C3C2=O)cc1OC (stereo not given)
 : 3	-5	1	1.4	1.1	-8	1	5	1	-8
- CN(C)/C=C(/C(=O)c1ccc(Cl)cc1)S(=O)(=O)c1ccc(Cl)cc1
 : -5	-5	-6	6.6	0.9	7	1	-10	1.1	-6
- CC(C)CC(/C(O)=C(\C#N)c1nc2ccccc2[nH]1)N1C(=O)c2ccccc2C1=O (stereo not given)
 : 65*	1	-4	2.1	1.6	-55	1	20	1	0

# Other records.
SMILES,Lmaj promast,TNAP inh hi DEA,FLuc inh counter,RAM inhibit,bIAP activator,bIAP inhibitor,TNAP act hiacc,APP 5UTR inh,FLuc act counter,TNAP inh no acc
COc1ccc(-c2n(Cc3ccccc3)c3ccccc3[n+]2Cc2ccccc2)cc1,100*,-8,-1,2.9,0.8,16,1.1,-13,1,-4
CCCc1nnc2c(N(C)S(=O)(=O)c3ccccc3)nc3ccccc3n12,-3,-4,-6,4.4,1.2,-18,1,-9,1.1,-3
CCCN1CCC(=NNc2ccc(S(=O)(=O)N3CCOCC3)cc2[N+](=O)[O-])CC1,100*,5,-1,3.0,1,-2,0.9,88*,1,11
CCCCCn1c(SCC(=O)CC(=O)OCC)nc2cc(C(=O)N3CCC(C(N)=O)CC3)ccc2c1=O,-9,0,-5,2.6,1,-4,1,3,1.1,-24

# Look-ups from the results shown:
# Value for CCCCCn1c(SCC(=O)CC(=O)OCC)nc2cc(C(=O)N3CCC(C(N)=O)CC3)ccc2c1=O in FLuc inh counter: -5
# Value for CCCc1nnc2c(N(C)S(=O)(=O)c3ccccc3)nc3ccccc3n12 in FLuc inh counter: -6
# Value for COc1ccc(-c2n(Cc3ccccc3)c3ccccc3[n+]2Cc2ccccc2)cc1 in TNAP inh hi DEA: -8

# Profiles as entered above.
# Shown for CN(C)/C=C(/C(=O)c1ccc(Cl)cc1)S(=O)(=O)c1ccc(Cl)cc1 → Lmaj promast: -5; TNAP inh hi DEA: -5; FLuc inh counter: -6; RAM inhibit: 6.6; bIAP activator: 0.9; bIAP inhibitor: 7; TNAP act hiacc: 1; APP 5UTR inh: -10; FLuc act counter: 1.1; TNAP inh no acc: -6
# Shown for CCCNC(=O)NCCC12CC3CC(CC(C3)C1)C2 → Lmaj promast: 46; TNAP inh hi DEA: 0; FLuc inh counter: 13; RAM inhibit: 0.5; bIAP activator: 1; bIAP inhibitor: -1; TNAP act hiacc: 1; APP 5UTR inh: -16; FLuc act counter: 0.9; TNAP inh no acc: 3

# Screening data: PubChem, several laboratories
